Source: PubChem (several laboratories)
TLR9-MyD88 block – inhibitors of TLR9-MyD88 association in cells, primary screen, cell-based, CHO, BLA complementation, fluorescence. AID 504734, 2011. inhibition, % at 4.98 µM. CCF4 FRET ratio. Toll-like receptor 9 (Homo sapiens) + Myeloid differentiation primary response protein …. actives 0.21% (n = 340,000);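 active = inhibition above the mean over all tested compounds plus 3 SD, cut at about 21% in these data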;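 note: 0% = DMSO only wells and 100% = clavulanate BLA inhibitor control wells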
SRC1 inh – SRC1 coactivator transcriptional activity inhibitors, primary screen, cell-based, luminescence. Nuclear receptor coactivator 1 (Homo sapiens), Q15788. HEK293 GAL4-SRC1 luciferase reporter. inhibition, % at 3.6 µM. actives 0.12% (n = 360,000);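 active = inhibition above the campaign mean plus 3 SD, with each screening campaign given its own cutoff, cut at about 60% in these data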;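 note: 0% = DMSO treated cells and 100% = gossypol at 36 µM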
Exocytosis inh – LAMP-1 surface exposure blockers, TALL-104 cells – cell-based, flow cytometry, MLPCN library, primary screen. TALL-104 LAMP-1 surface exposure; cells stimulated with thapsigargin and PMA. inhibition, % at 10 µM. actives 0.66% (n = 360,000). AID 651702, 2012;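 active = inhibition above about 55%, limit read from the data; inconclusive = no clear call, values can overlap the other calls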
TROY signal inh – inhibitors of TROY-driven NF-kB signaling, primary screen, Q293 LMP1-TROYcd cells, NF-kB luciferase, uHTS | actives 0.98% (n = 360,000) | inhibition, % at 10 µM | Q293 LMP1-TROYcd NF-kB luciferase reporter, 4 h | AID 1347056, 2019;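 active = compounds whose plate-normalised and pattern-corrected inhibition of the luciferase reporter signal at the single screening dose is 50% or more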
TWEAK Fn14 block – inhibitors of TWEAK-Fn14 signaling, primary screen, luciferase reporter cells, uHTS; inhibition, % at 10 µM; actives 2% (n = 360,000); AID 1159606, 2016; TWEAK-stimulated Fn14 reporter cells, luciferase luminescence, 8 h; in the data active = inhibition above about 50%
COUP-TFII inh – NR2F2 transcriptional activity inhibitors, primary screen, cell-based, luciferase reporter, HEK293T, luminescence; HEK293T NGFI-A luciferase reporter; AID 686940, 2013; actives 0.7% (n = 370,000); COUP transcription factor 2 (Homo sapiens), P24468; inhibition, % at 8.6 µM;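 active = inhibition above a per-plate cutoff, mean inhibition of test wells between control levels plus 3 SD, cut at about 38% in these data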;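 note: cells cotransfected with COUP-TFII expression vector driving the NGFI-A reporter; 0% = median of COUP-TF2 test wells and 100% = reporter-only cells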
Target sequence (P24468 whole entry, looked up): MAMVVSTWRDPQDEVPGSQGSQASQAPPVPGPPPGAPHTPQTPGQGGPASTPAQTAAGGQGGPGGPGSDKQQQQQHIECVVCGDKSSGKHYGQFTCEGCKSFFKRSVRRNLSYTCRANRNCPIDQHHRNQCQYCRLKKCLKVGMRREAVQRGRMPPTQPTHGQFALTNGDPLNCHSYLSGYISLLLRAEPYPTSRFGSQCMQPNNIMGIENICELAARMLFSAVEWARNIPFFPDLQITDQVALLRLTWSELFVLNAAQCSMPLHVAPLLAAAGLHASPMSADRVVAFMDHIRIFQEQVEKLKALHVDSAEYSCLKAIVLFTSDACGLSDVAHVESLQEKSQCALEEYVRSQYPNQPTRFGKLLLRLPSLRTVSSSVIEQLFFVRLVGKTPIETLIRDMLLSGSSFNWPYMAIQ
ABHD5 PLIN5 PPI – ABHD5-PLIN5 interaction inhibitors, primary screen, cell lysate, split luciferase complementation, luminescence. Split G. princeps luciferase complementation, 4 h. inhibition, % at 4 µM. actives 0.78% (n = 360,000). AID 602281, 2012;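 active = inhibition above the mean inhibition across every tested compound plus 3 SD, cut at about 22% in these data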;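 note: 0% = DMSO only wells and the 100% control is not disclosed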
SRC2 inh – inhibition of GAL4-SRC2 driven luciferase reporter, primary screen, SRC2 inhibitor project, cell-based, luminescence; HEK293 GAL4-SRC2 luciferase reporter; inhibition, % at 9 µM; actives 0.17% (n = 370,000); AID 651957, 2012; Nuclear receptor coactivator 2 (Homo sapiens), Q15596;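 active = inhibition above the mean inhibition of all tested compounds plus 3 SD, set per campaign, cut at about 52% in these data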;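 note: 0% = DMSO treated cells and 100% = cells given Gossypol at 36 µM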
LRH-1 inv ag – LRH-1 (NR5A2) inverse agonists, primary screen, cell-based, luminescence, HEK293T, StAR-luciferase reporter; actives 0.13% (n = 360,000); LRH-1 transfected, 24 h; inhibition, % at 3.6 µM; AID 602396, 2012; Nuclear receptor subfamily 5 group A member 2 (Homo sapiens), O00482;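 active = inhibition above the mean inhibition of all tested compounds plus 3 SD, cut at about 73% in these data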;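 note: 0% = DMSO wells and 100% = reporter-only cells lacking LRH-1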
Target sequence (O00482 whole entry, looked up): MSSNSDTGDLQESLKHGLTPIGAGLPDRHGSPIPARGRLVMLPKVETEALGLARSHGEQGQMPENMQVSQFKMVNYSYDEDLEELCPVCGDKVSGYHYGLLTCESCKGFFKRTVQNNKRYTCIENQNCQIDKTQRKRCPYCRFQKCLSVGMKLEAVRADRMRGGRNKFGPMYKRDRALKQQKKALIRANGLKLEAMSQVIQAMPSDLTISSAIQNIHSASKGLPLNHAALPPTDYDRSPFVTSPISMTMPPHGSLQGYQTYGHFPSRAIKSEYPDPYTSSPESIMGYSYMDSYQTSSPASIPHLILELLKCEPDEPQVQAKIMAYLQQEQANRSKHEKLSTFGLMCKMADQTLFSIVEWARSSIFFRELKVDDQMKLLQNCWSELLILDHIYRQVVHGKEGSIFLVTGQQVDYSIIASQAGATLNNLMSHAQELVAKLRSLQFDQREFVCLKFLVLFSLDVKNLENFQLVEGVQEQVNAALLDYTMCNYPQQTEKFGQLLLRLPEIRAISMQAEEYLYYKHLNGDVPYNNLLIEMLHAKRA
NCOA3 inh – SRC3 coactivator transcriptional activity inhibitors, primary screen, cell-based, luminescence; Nuclear receptor coactivator 3 (Homo sapiens), Q9Y6Q9; HEK293 GAL4-SRC3 luciferase reporter; inhibition, % at 3.6 µM; actives 0.17% (n = 360,000);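 active = inhibition above a per-campaign cutoff, the mean of all compounds plus 3 SD, cut at about 60% in these data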;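 note: 0% = DMSO-treated cells and 100% = gossypol-treated cells at 36 µM; higher means less SRC3-driven luciferase light from the GAL4 reporter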
NOD2-RIPK2 inh – NOD2-RIPK2 binding disruptors in cells, primary screen, fluorescence, CHO cells, BLA complementation | Receptor-interacting serine/threonine-protein kinase 2 (Homo sapiens), O43353 | CCF4 ratio | inhibition, % at 4.98 µM | actives 0.38% (n = 360,000) | AID 624267, 2012; in the data active = inhibition above about 21%;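 note: 0% = vehicle only and 100% = reference blocker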
An asterisk follows results filed as active; ? = inconclusive; . = no result given. The list is partial; rates above refer to the full screens.

SMILES	TLR9-MyD88 block	SRC1 inh	Exocytosis inh	TROY signal inh	TWEAK Fn14 block	COUP-TFII inh	ABHD5 PLIN5 PPI	SRC2 inh	LRH-1 inv ag	NCOA3 inh	NOD2-RIPK2 inh
Cc1ccc(NC2SC(=O)N(Cc3cccc(C(=O)O)c3)C2=O)c(C)c1 (stereo not given)	0	-2	-5	-44	13	-17	1	10	-15	7	-4
Cc1ccc(C(=O)CCC(=O)N2CCN(C/C=C/c3ccccc3)CC2)cc1	0	-8	0	-2	-10	4	-4	9	-8	-12	-5
O=C1C=C(c2ccc(C(=O)O)cc2)C[C@@H](c2ccc(Cl)cc2)C1	-1	-15	-7	-27	-27	-29	4	-22	-13	13	-1
CCOc1ccc(C(=O)N2CCN(c3cnn(-c4ccccc4)c(=O)c3Cl)CC2)cc1	1	-1	-1	-6	-7	-6	5	-24	14	5	-8
CCN(CC)c1nc(-c2ccc(C(=O)NN)cc2)nc(-c2ccc(C(=O)NN)cc2)n1	4	-10	-10	-6	-12	1	-1	-30	7	-18	-13
O=C(Nc1cc(S(=O)(=O)Nc2ccccc2Cl)ccc1O)c1cc2c(s1)CCCC2	0	-14	?	-4	-6	-2	-6	-24	13	7	2
O=C(CN1CCC(NC(=O)c2ccc(Br)cc2)CC1)NCc1cccs1	6	-1	0	0	11	5	-2	4	10	1	-8
CCc1noc(C)c1C(=O)OCC(=O)Nc1ccccc1SC	-2	-10	-5	15	14	-2	-2	12	-22	13	3
O=C(OCc1c(-c2ccccc2)ncc2ccccc12)N1CCOCC1	2	-18	-5	-7	-6	-28	2	-37	-4	-1	-2
Cc1cc(C)cc(NS(=O)(=O)c2c(C)[nH]c(=O)[nH]c2=O)c1	-3	-13	-1	-8	0	0	8	6	-3	-25	-6
CCOc1ccc(NC(=O)c2[nH]c(C)c(C(C)=O)c2C)cc1	-8	-9	3	18	27	-5	-14	-51	-10	-8	-1
O=C(NCC(=O)N1CCCC(C(F)(F)F)C1)c1ccc(Oc2ccccc2)cc1 (stereo not given)	-17	-4	17	10	2	19	-4	4	1	-2	4
C=CCNC(=O)c1ccc(OC)cc1OC	-5	-8	-2	2	16	0	-3	-12	5	7	-20
O=S(=O)(c1ccccc1)N1c2cc(Cl)ccc2Oc2nc3ccccc3nc21	-3	-1	-1	11	4	-11	-4	-50	-21	4	-12
O=C(Nc1cccc(-n2cnnn2)c1)c1cc2ccccc2o1	-1	-17	-8	-15	-13	2	0	-22	-9	8	10

Among those listed so far, these have four or more nitrogen atoms:
SMILES	TLR9-MyD88 block	SRC1 inh	Exocytosis inh	TROY signal inh	TWEAK Fn14 block	COUP-TFII inh	ABHD5 PLIN5 PPI	SRC2 inh	LRH-1 inv ag	NCOA3 inh	NOD2-RIPK2 inh
CCOc1ccc(C(=O)N2CCN(c3cnn(-c4ccccc4)c(=O)c3Cl)CC2)cc1	1	-1	-1	-6	-7	-6	5	-24	14	5	-8
CCN(CC)c1nc(-c2ccc(C(=O)NN)cc2)nc(-c2ccc(C(=O)NN)cc2)n1	4	-10	-10	-6	-12	1	-1	-30	7	-18	-13
O=C(Nc1cccc(-n2cnnn2)c1)c1cc2ccccc2o1	-1	-17	-8	-15	-13	2	0	-22	-9	8	10

Three entries from above, with values under each structure:
Second line of a record – TLR9-MyD88 block	SRC1 inh	Exocytosis inh	TROY signal inh	TWEAK Fn14 block	COUP-TFII inh	ABHD5 PLIN5 PPI	SRC2 inh	LRH-1 inv ag	NCOA3 inh	NOD2-RIPK2 inh
CCOc1ccc(NC(=O)c2[nH]c(C)c(C(C)=O)c2C)cc1
  -8	-9	3	18	27	-5	-14	-51	-10	-8	-1
CCc1noc(C)c1C(=O)OCC(=O)Nc1ccccc1SC
  -2	-10	-5	15	14	-2	-2	12	-22	13	3
CCOc1ccc(C(=O)N2CCN(c3cnn(-c4ccccc4)c(=O)c3Cl)CC2)cc1
  1	-1	-1	-6	-7	-6	5	-24	14	5	-8

Further entries follow:
SMILES	TLR9-MyD88 block	SRC1 inh	Exocytosis inh	TROY signal inh	TWEAK Fn14 block	COUP-TFII inh	ABHD5 PLIN5 PPI	SRC2 inh	LRH-1 inv ag	NCOA3 inh	NOD2-RIPK2 inh
CCCC/C(C)=N\NC(=O)CNS(=O)(=O)c1ccc([N+](=O)[O-])cc1	-5	7	-1	-2	14	5	1	2	-3	2	-8
COc1ccc2c(-c3ccccc3)cc(N3CCOCC3)nc2c1	5	0	-3	9	-2	5	-7	10	-9	10	5
O=C(NCc1cccs1)c1nc2ncccn2n1	3	0	1	-11	-13	2	2	4	3	-15	3
O=C(O)CN1C(c2ccccc2O)Nc2ccc(Br)cc2C1c1ccccc1 (stereo not given)	.	8	-1	8	7	16	-1	21	-5	22	-10
O=C(NCc1ccccn1)c1ccc2c(c1)N(Cc1ccccc1)CCS2	-2	4	2	-11	-15	24	-3	-3	-4	-1	10
CC(=O)Nc1ccc(S(=O)(=O)N2CCC(C(=O)NCCC(=O)Nc3ccccc3)CC2)cc1	-7	4	2	-4	18	14	22	-32	-4	10	0
C[C@@H]1CN([C@H](C)CO)S(=O)(=O)c2ccc(Br)cc2O[C@H]1CN(C)C(=O)C1CCCCC1	-9	-2	12	5	2	15	4	2	19	-11	4
COc1ccc(NC(=O)c2cc(-c3ccccc3Cl)no2)cc1	7	-17	-2	-38	-32	-10	-5	-15	-9	-8	2
Cc1ccccc1C(=O)NC(CC(C)C)C(=O)OCC(=O)c1c(N)n(C)c(=O)n(C)c1=O (stereo not given)	-5	-11	-3	1	-18	0	4	15	0	9	4
Cc1cccc(NC(=O)COC(=O)Cc2cccs2)c1C	2	-9	-2	-17	3	-20	7	-5	44	2	7
O=C(O)CCN1C(=O)CC(N2C(=O)/C(=C/c3ccc(Cl)cc3)SC2=S)C1=O (stereo not given)	-3	13	14	-9	-7	-7	-1	0	7	24	2
CN(c1ccccc1)S(=O)(=O)c1cccc(NC(=O)Cn2cnc3c2c(=O)n(C)c(=O)n3C)c1	-3	-4	-1	-1	4	13	4	11	9	12	-12
COCCNC(=O)C(c1ccc(C)cc1)N(CCOC)C(=O)CCC(=O)Nc1nccs1 (stereo not given)	0	1	-14	-2	1	-3	3	7	-5	-15	-11
CSc1ccc(C(=O)C2CCCN(C(=O)Cn3cnnn3)C2)cc1 (stereo not given)	5	-14	0	-1	5	1	2	-19	3	6	-13
O=C(Cn1nnc(-c2cccc(C(F)(F)F)c2)n1)NC(=O)NCc1ccco1	-16	-1	1	17	-6	2	-5	1	-1	7	4

Overlap with the part before: 2 entries; new compounds follow.
SMILES	TLR9-MyD88 block	SRC1 inh	Exocytosis inh	TROY signal inh	TWEAK Fn14 block	COUP-TFII inh	ABHD5 PLIN5 PPI	SRC2 inh	LRH-1 inv ag	NCOA3 inh	NOD2-RIPK2 inh
CSc1ccc(C(=O)C2CCCN(C(=O)Cn3cnnn3)C2)cc1 (stereo not given)	5	-14	0	-1	5	1	2	-19	3	6	-13
O=C(Cn1nnc(-c2cccc(C(F)(F)F)c2)n1)NC(=O)NCc1ccco1	-16	-1	1	17	-6	2	-5	1	-1	7	4
Cc1ccc(-c2cc(C(=O)NCc3ccco3)c3ccccc3n2)s1	-10	-9	-1	-25	0	6	35*	-39	-5	-4	1
Cc1cccc(-n2nc3c(c2NC(=O)c2ccc(Br)o2)CSC3)c1C	-7	8	-1	-14	-3	-5	-5	5	1	-2	0
O=C(COc1ccc(F)cc1)Nc1nnc(C2CC2)s1	-5	-18	-2	-20	-29	-2	-4	-11	-30	-19	7
O=C(Cn1cnc2ccccc2c1=O)NCCCN1CCCC1=O	-6	5	2	0	10	-15	0	-12	8	9	6
C#CCn1cc(/C=N/NC(=O)c2cc3ccccc3o2)c2ccccc21	-1	4	-1	-37	16	7	1	-7	-8	14	-3
CCCc1nc2c(nnn2Cc2ccccc2)c(=O)[nH]1	-10	-6	1	-24	17	.	10	.	4	19	5
COc1ccccc1C(=O)c1ccccc1C(=O)c1ccccc1	-4	2	-8	9	10	-4	-7	-5	-6	4	-1
CC(=O)Nc1cccc(NC(=O)C2CCCO2)c1 (stereo not given)	6	-2	3	-5	-1	1	-8	8	-4	-6	0
COc1ccc(C(CNC(=O)c2cccc(NS(=O)(=O)c3ccc(C)c(F)c3)c2)N2CCCC2)cc1 (stereo not given)	7	3	2	-8	-9	2	8	-17	-14	5	5
COc1ccc(NC(=O)NC2CCCCCCC2)cc1OC	-4	-27	0	-48	-27	-29	8	-8	-52	-6	-12
CCC(=O)Nc1ccc(S(=O)(=O)Nc2c(C)nc3nc[nH]n3c2=O)cc1	4	5	-1	-16	9	-6	2	-21	-1	-2	4
O=C(c1cc(-c2ccccc2)nc2ccccc12)N1N=C(C(F)F)CC1(O)C(F)F (stereo not given)	7	3	1	11	-6	-13	-6	9	2	-3	6
OC[C@@H]1CN(Cc2ccc(-c3ccccc3)cc2)C[C@H](n2cnc3c(NC4CCCC4)ncnc32)O1	.	-3	7	52*	70*	74*	-7	32	27	6	0
Cc1ccc(C(=O)Cn2cncn2)cc1	5	-10	-6	-22	3	-13	1	-4	13	4	-5
O=C(NC1CCCc2ccccc21)C1CCN(S(=O)(=O)c2cccc3nonc23)CC1 (stereo not given)	-8	-18	1	11	8	2	1	-16	-5	-5	-2
CCc1ccc(-c2nc(CS(=O)CC(=O)NC3CCCCCC3)c(C)o2)cc1 (stereo not given)	-19	-11	-2	-11	9	-5	-11	0	-20	5	-4
CCCNC(=O)c1cc(C2CCCN(C(=O)c3ccccc3)C2)on1 (stereo not given)	.	3	-3	-1	8	0	3	-14	-3	-5	1
C[C@H](CO)N1C[C@H](C)[C@H](CN(C)C(=O)Nc2cccc(Oc3ccccn3)c2)OCc2cnnn2CCCC1=O	-3	4	-3	-12	6	-8	-8	-3	-17	-26	-5
O=C(Cn1cc(S(=O)(=O)Cc2ccccc2)c2ccccc21)Nc1ccccc1	9	-11	1	-2	4	.	-1	.	-8	4	-14
